CHO parental Ca = counter-screen for OX1R antagonists: effect in parental CHO cells. actives 0.63% (n = 330,000). parental CHO-K1, ATP-induced calcium, Fluo-8 fluorescence. inhibition, % at 5.6 µM;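 active = inhibition above that plate's mean sample inhibition plus 3 SD, cut at about 26% in these data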;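 note: 0% = ATP-challenged DMSO wells and 100% = DMSO wells without ATP; some compounds past the cut are filed as inactive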
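material = parental CHO cells | also added = ATP as calcium-mobilizing challenge | dosing = single point at 5.6 µM | detection = intracellular calcium via Fluo-8 no-wash fluorescent dye | read-out = % inhibition | benchmarks = low control ATP plus DMSO, high control DMSO only | repeats = one well per compound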
V1R ag counter = activates human V1a receptor in oxytocin agonist counter-screen; P37288; CHO-V1R cells, Fluo-8 calcium fluorescence, agonist mode; 0% DMSO, 100% 3 nM vasopressin; activation, % at 3 µM; actives 0.25% (n = 320,000); AID 2797;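 active = activation above the mean activation of all tested compounds plus 3 SD, per screening run, cut at about 20% in these data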;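 note: signal is peak over basal fluorescence ratio across a 100 second FLIPR read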
Target sequence (P37288 whole entry, looked up): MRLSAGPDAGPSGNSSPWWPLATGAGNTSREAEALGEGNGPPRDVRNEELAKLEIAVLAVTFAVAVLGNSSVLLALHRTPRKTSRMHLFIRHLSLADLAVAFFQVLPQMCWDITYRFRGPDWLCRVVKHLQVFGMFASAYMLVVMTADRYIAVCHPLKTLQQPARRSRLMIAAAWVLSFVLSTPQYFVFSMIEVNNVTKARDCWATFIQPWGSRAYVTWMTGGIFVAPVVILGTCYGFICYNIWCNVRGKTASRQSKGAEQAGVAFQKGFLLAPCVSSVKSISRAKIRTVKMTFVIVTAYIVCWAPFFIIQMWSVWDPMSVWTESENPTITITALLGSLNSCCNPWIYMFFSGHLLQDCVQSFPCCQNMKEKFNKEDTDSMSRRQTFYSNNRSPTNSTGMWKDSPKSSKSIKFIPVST
M1 PAM parental = nonselective activator or artifact in parental CHO-K1 calcium assay. ATP EC20, Fluo-8 calcium fluorescence; 0% at ATP EC20, 100% at ATP max. activation, % at 3 µM. actives 0.02% (n = 360,000);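 active = activation above the run cutoff, the mean activation of all test compounds plus 3 SD, cut at about 40% in these data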;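 note: peak over basal fluorescence ratio in a 140 s read after ATP addition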
TAAR1 agonist = human TAAR1 agonism | Q96RJ0 | CHO RD-HGA16 TAAR1, Fluo-8 calcium fluorescence; vehicle wells 0%, saturating PEA agonist 100% | activation, % at 3 µM | actives 0.99% (n = 360,000);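 active = activation above the mean activation of all test compounds in the run plus 3 SD, cut at about 38% in these data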
Target sequence (Q96RJ0 whole entry, looked up): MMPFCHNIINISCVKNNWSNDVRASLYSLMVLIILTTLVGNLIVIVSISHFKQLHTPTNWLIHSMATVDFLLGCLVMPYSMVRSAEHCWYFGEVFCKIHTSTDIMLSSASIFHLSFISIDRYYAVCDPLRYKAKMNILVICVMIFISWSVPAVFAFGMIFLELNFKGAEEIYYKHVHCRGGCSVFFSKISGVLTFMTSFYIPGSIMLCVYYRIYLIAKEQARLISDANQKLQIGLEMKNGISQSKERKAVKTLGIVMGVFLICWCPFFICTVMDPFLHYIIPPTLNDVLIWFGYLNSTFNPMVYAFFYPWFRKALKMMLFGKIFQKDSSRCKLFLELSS
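Repeats: no replicates (n 1) | Material: CHO-derived RD-HGA16 cells with stable Gα16 and human TAAR1 | Technique: Kinetic Fluo-8 calcium fluorescence | Schedule: 17-24 h seeding, 75 min 37 °C dye, 30 min RT | Evaluation: % activation from peak over basal fluorescence ratio, DMSO-to-PEA scaled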
OXTR potentiator = human OXTR potentiation; CHO-OTR cells, Fluo-8 calcium fluorescence, potentiator mode; 0% = oxytocin EC15, 100% = EC100; activation, % at 3 µM; P30559; actives 0.061% (n = 320,000); AID 2445;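 active = activation above that plate's cutoff, the mean activation of tested compounds plus 3 SD, cut at about 6.6% in these data, passing the limit was not always enough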;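 note: 100% uses oxytocin at 75 nM as the full agonist control; some results filed as inactive read as strong as hits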
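System: human OTR in CHO cells; Also added: sub-maximal oxytocin, roughly EC15; Timing: compound 6 min at room temperature before oxytocin, 100 s read; Technique: Fluo-8 intracellular calcium fluorescence, ex 470-495, em 515-575 nm; Controls: oxytocin EC15 low and EC100 high; Replication: singlicate.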
CHO-K1 Ca ag = M1 agonist counterscreen hit in parental CHO-K1 cells; Fluo-8 calcium fluorescence; scaled to maximal ATP response, vehicle zero; activation, % at 3 µM; actives 0.48% (n = 360,000); AID 602248; in the data active = activation above about 15%;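 note: untransfected CHO-K1 host cells lacking M1 receptor as counterscreen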
TAAR1 antag = human TAAR1 antagonism | Q96RJ0 | CHO RD-HGA16 TAAR1, Fluo-8 calcium fluorescence, antagonist | inhibition, % at 3 µM | actives 1.5% (n = 360,000);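 active = inhibition above a per-plate cutoff, the mean inhibition of test compounds on that plate plus 3 SD, cut at about 49% in these data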;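 note: 0% = DMSO plus EC80 beta-PEA response and 100% = DMSO alone without agonist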
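Test system: CHO RD-HGA16 cells bearing hTAAR1 | Reagent: β-PEA, EC80 | Compound dosing: 3 µM, single point | Schedule: Dye loading 75 min at 37 °C, then 30 min room temperature | Signal: Calcium fluorescence with Fluo-8 | Evaluation: Percent inhibition of PEA-evoked calcium signal, max/basal emission ratio | Control set: DMSO-only wells and EC80 β-PEA-stimulated wells | Repeats: Singlicate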
M1 ag = human M1 muscarinic receptor agonism | P11229 | CHO-K1 hM1, Fluo-8 calcium fluorescence, agonist mode; 0% DMSO, 100% acetylcholine EC100 | activation, % at 3 µM | actives 0.33% (n = 360,000) | AID 588814;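 active = activation above the run's mean compound activation plus 3 SD, cut at about 16% in these data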;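 note: peak over basal fluorescence ratio within a 140 s kinetic read after compound addition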
CHO-K1 Ca antag = nonselective inhibitor or artifact in parental CHO-K1 cells. ATP-induced calcium, Fluo-8 fluorescence. AID 602250. inhibition, % at 3 µM. actives 0.6% (n = 360,000);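 active = inhibition above a per-plate cutoff, the plate's mean sample inhibition plus 3 SD, cut at about 24% in these data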;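 note: 0% = DMSO plus EC80 ATP and 100% = DMSO alone without ATP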
* hit, by the source's call; nt = not tested or not shown.

[1] O=C1CC2(CCN(C(=O)C3CC(=O)N(c4ccc(F)cc4)C3)CC2)Oc2ccccc21 (configuration not stated)
[2] CC(=O)N1CCC(C(=O)Nc2ccc(S(=O)(=O)NCCc3ccccc3)cc2)CC1
[3] CCn1c(SCc2nc3ccccc3[nH]2)nnc1-c1cnccn1
[4] Cc1cccc(CSCCNC(=O)CSCc2ccc([N+](=O)[O-])cc2)c1
[5] CC1Cc2cc(/C(O)=C3/C(=O)C(=O)N(CCN4CCOCC4)C3c3cccc(O)c3)ccc2O1 (configuration not stated)
[6] COC(=O)CN1C(=S)N(c2ccc(F)cc2)C(=O)C1CC(=O)Nc1ccc(OC)cc1 (configuration not stated)
[7] COc1ccc(Cl)cc1NC(=O)Nc1cccc([N+](=O)[O-])c1C
[8] Cc1cccc(NC(=O)Cn2c(=O)n(Cc3ccccc3)c(=O)c3c(C)c(C)sc32)c1

Compound,1,2,3,4,5,6,7,8
CHO parental Ca,-5,4,-17,0,-5,-20,7,-12
V1R ag counter,3.2,1.1,0.5,-0.9,0.1,1.4,-0.4,1.2
M1 PAM parental,3,-17,21,5,6,9,18,18
TAAR1 agonist,1,1,5,1,12,8,23,11
OXTR potentiator,-6,-8,-6,-9,-3,-13,-7,-6
CHO-K1 Ca ag,2.6,0.2,2.4,0.2,0.0,4.5,0.8,0.4
TAAR1 antag,1,12,-9,22,19,8,19,6
M1 ag,0,-3,-4,-3,-2,0,-3,-9
CHO-K1 Ca antag,-7,7,-13,4,2,5,-6,-11

[9] O=c1[nH]ncc(NCCCO)c1Cl
[10] Cc1ccc(C(=O)NCc2ccco2)cc1S(=O)(=O)N1CCOCC1
[11] CCCC(=O)C1=C(O)C(C(=O)OC)C(C)(C)CC1=NCCc1ccccc1 (configuration not stated)
[12] CCN(CC)CCCNC(=O)C1CCC(CNS(=O)(=O)c2ccc(Cl)cc2)CC1 (configuration not stated)
[13] CCOC(=O)c1cc(C)sc1NC(=O)C(c1ccccc1)c1ccccc1
[14] O=C(COc1coc(CN2CCN(c3ccccc3)CC2)cc1=O)Nc1ccc(F)cc1
[15] COc1ccccc1-n1cnnc1SC(C)C(=O)Nc1cccc([N+](=O)[O-])c1 (configuration not stated)
[16] Cn1c(=O)n(C)c2cc(S(=O)(=O)NCC(=O)O)ccc21

Compound,9,10,11,12,13,14,15,16
CHO parental Ca,-16,-1,-6,-2,-24,8,-6,-6
V1R ag counter,1.1,-0.2,-0.8,1.4,-0.3,-0.7,1.2,1.3
M1 PAM parental,-7,21,-18,7,16,5,13,15
TAAR1 agonist,1,1,23,-2,1,2,9,5
OXTR potentiator,-10,-17,2,-1,-10,-15,-6,-10
CHO-K1 Ca ag,0.2,0.5,-0.2,2.9,0.5,1.5,3.0,0.5
TAAR1 antag,-1,-5,1,-5,-15,-21,-2,-1
M1 ag,-3,0,2,-6,-7,2,-7,-5
CHO-K1 Ca antag,16,-12,8,-9,-10,11,-11,-11

Full records as entered above:
Cc1ccc(C(=O)NCc2ccco2)cc1S(=O)(=O)N1CCOCC1 as listed: CHO parental Ca = -1; V1R ag counter = -0.2; M1 PAM parental = 21; TAAR1 agonist = 1; OXTR potentiator = -17; CHO-K1 Ca ag = 0.5; TAAR1 antag = -5; M1 ag = 0; CHO-K1 Ca antag = -12
CCOC(=O)c1cc(C)sc1NC(=O)C(c1ccccc1)c1ccccc1 as listed: CHO parental Ca = -24; V1R ag counter = -0.3; M1 PAM parental = 16; TAAR1 agonist = 1; OXTR potentiator = -10; CHO-K1 Ca ag = 0.5; TAAR1 antag = -15; M1 ag = -7; CHO-K1 Ca antag = -10

The listing continues:
[17] CC(=O)Nc1ccc(S(=O)(=O)N(C)CC(=O)OCC(=O)N2CCN(C(=O)c3ccco3)CC2)cc1
[18] Cc1ccc(C(=O)NCC(=O)N/N=C/c2sccc2C)cc1[N+](=O)[O-]
[19] CC(C(=O)Nc1cccc(S(=O)(=O)N2CCOCC2)c1)N1CCN(C)CC1 (configuration not stated)
[20] COc1ccc(NC(=O)CCc2ccccc2)cc1NC(=O)c1ccco1
[21] COC(=O)C1=C(C)N=C2SC(C#N)=C(N)N2C1c1cc(OC)c(OC)c(OC)c1 (configuration not stated)
[22] CNC(=O)C1CC(=O)N(c2ccc(OCC(=O)Nc3ccccc3C)cc2)C1 (configuration not stated)
[23] CCn1c(SCC(=O)N2CCc3ccccc3C2)nc2sc(C)c(C)c2c1=O
[24] CCCCOC(=O)Nc1cccc(Cl)c1C

Compound,17,18,19,20,21,22,23,24
CHO parental Ca,8,-15,3,-13,-12,nt,-24,-11
V1R ag counter,0.8,2.1,0.7,-1.5,1.0,nt,0.4,-1.7
M1 PAM parental,-11,8,-18,6,1,-18,7,6
TAAR1 agonist,1,13,0,3,9,5,-1,19
OXTR potentiator,2,-8,-4,1,-2,nt,-1,-2
CHO-K1 Ca ag,0.2,-0.2,0.0,0.7,-0.2,0.2,-0.1,4.3
TAAR1 antag,-1,6,-13,21,-3,-20,-5,0
M1 ag,-2,-7,-2,-3,-2,-2,-5,-12
CHO-K1 Ca antag,2,-19,4,-10,5,3,-9,-9

[25] Nc1sc2c(c1C(=O)c1ccccc1)CCCC2
[26] COCCCNC(=O)[C@H]1N2C(=O)c3ccccc3C2SC1(C)C (some centres not stated)
[27] CCCn1c(SCC(=O)Nc2cccc(C(=O)OC)c2)nnc1-c1cccnc1
[28] COc1ccc(-c2noc(CCC(=O)NCc3cc(Br)ccc3OC)n2)cc1
[29] Cc1ccc(S(=O)(=O)/N=C(/Nc2nc(C)cs2)c2ccccc2)cc1
[30] CC(CCc1ccccc1)NC(=O)c1nnc(Cc2ccc(Cl)cc2)o1 (configuration not stated)
[31] Cc1onc(-c2ccccc2)c1C(=O)N=C(N)c1ccc(C(F)(F)F)cc1
[32] Cc1nn(-c2ccc(N3CCOCC3)nn2)c(C)c1CCC(=O)NCc1ccccc1F

Compound,25,26,27,28,29,30,31,32
CHO parental Ca,-11,-11,-19,-13,-3,-7,-3,-21
V1R ag counter,-0.9,0.1,0.2,-0.2,2.0,0.0,-0.4,0.8
M1 PAM parental,13,-1,18,19,-17,13,9,-7
TAAR1 agonist,-1,1,6,2,8,1,2,3
OXTR potentiator,-5,-10,4,-2,-7,-6,-6,-8
CHO-K1 Ca ag,0.5,0.4,1.1,2.1,0.3,0.6,0.8,0.4
TAAR1 antag,-8,-19,14,-7,3,-23,-25,-25
M1 ag,-2,-6,-3,-3,-4,-12,-5,-2
CHO-K1 Ca antag,-2,-9,0,-6,5,-1,-1,-12

[33] Cc1c(NC(=O)c2ncn[nH]2)cccc1-c1nc2ccccc2s1
[34] COc1cccc(CN(C)C(=O)CSCC(=O)Nc2ccc(C)cc2)c1OC
[35] CCOc1cc(S(=O)(=O)N2CCC(Cc3ccccc3)CC2)c(OCC)cc1-n1cnnn1
[36] Cc1cccc(C)c1NC(=O)CSc1nnc(NC(=O)C2CC2)s1
[37] CCOc1ccc(CCNC(=O)CSc2n[nH]c(N)n2)cc1OCC
[38] CC(=O)Nc1cccc(NC=C(C#N)C#N)c1
[39] O=C(CCS(=O)(=O)c1cccs1)Nc1ccc(C(=O)NCc2ccc(F)cc2)cc1
[40] CC(C)C(=O)N1CCN(c2ccc([N+](=O)[O-])cc2Cl)CC1

Compound,33,34,35,36,37,38,39,40
CHO parental Ca,15,-14,-20,-16,-13,1,3,-4
V1R ag counter,1.7,0.3,1.3,0.2,-0.1,0.9,-0.1,2.9
M1 PAM parental,-4,6,6,2,-11,-12,22,3
TAAR1 agonist,0,3,6,7,2,0,18,4
OXTR potentiator,-10,-7,-10,-14,-6,-12,-5,-9
CHO-K1 Ca ag,0.2,0.5,0.5,0.1,0.2,-0.3,0.7,10
TAAR1 antag,-8,-2,-3,-21,-24,-1,-3,-9
M1 ag,-9,3,-4,-2,-2,-3,-3,-6
CHO-K1 Ca antag,5,7,-25,-5,-8,12,-7,-4

[41] O=C(CCCCC(=O)NN=Cc1ccccc1O)NN=Cc1ccccc1O
[42] Cc1ccc2c(c1)N(CC(=O)NCC(C)c1ccccc1)C(=O)c1cccnc1O2 (configuration not stated)
[43] Cc1ccc(C(=O)OC(C)C(=O)c2cc(C)c(C)cc2C)o1 (configuration not stated)
[44] O=C(CSc1nnc(-c2cccnc2)o1)c1cc2ccccc2oc1=O
[45] COc1ccc(-c2noc(=O)n2Cc2ccccc2F)cc1
[46] O=C(c1cscn1)N1CCCC(N2CCN(c3ccc(F)cc3)CC2)C1 (configuration not stated)
[47] COc1ccc(N2CCN(C(=S)Nc3cc(C)cc(C)c3)CC2)cc1
[48] Cc1ccc(S(=O)(=O)N(C)C)cc1-n1c(SCC(=O)Nc2ccc(F)cc2)nc2ccccc2c1=O

Compound,41,42,43,44,45,46,47,48
CHO parental Ca,nt,-10,7,-10,-5,-1,-9,3
V1R ag counter,nt,-0.7,-1.3,0.0,0.6,2.3,0.8,2.5
M1 PAM parental,3,33,9,17,-14,14,12,-9
TAAR1 agonist,44*,56*,nt,11,1,1,-1,8
OXTR potentiator,nt,-6,-6,-8,-1,-7,3,-9
CHO-K1 Ca ag,1.0,0.9,1.1,0.5,0.4,1.5,0.3,1.1
TAAR1 antag,54*,47,nt,10,21,2,-12,-1
M1 ag,-2,0,-4,-3,-7,-4,-3,-4
CHO-K1 Ca antag,-10,-7,-10,-7,7,-6,-12,14

Bioassay records as filed in PubChem.
